Screening results from PubChem BioAssay.
PLC-gamma1 inh – PLC-gamma1 enzyme inhibitors, primary screen, biochemical, fluorescence, purified enzyme. 1-phosphatidylinositol 4,5-bisphosphate phosphodiesterase gamma-1 (Homo sapiens), P19174. fluorogenic substrate. inhibition, % at 12.2 µM. 0.84% of 370,000 active. AID 720700, 2013; in the data active means inhibition above about 9.5%
ASAP1 inh – inhibitors of human ASAP1 ArfGAP activity, primary screen, biochemical, fluorescence polarization. ASAP1-stimulated ARF1 GTP hydrolysis, GDP FP detection. inhibition, % at 16.5 µM. 0.19% of 360,000 active; in the data active means inhibition above about 25%;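 further: 0% = vehicle with enzyme and substrate and 100% = no enzyme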
Target sequence (Q9ULH1 325-724 limits assumed): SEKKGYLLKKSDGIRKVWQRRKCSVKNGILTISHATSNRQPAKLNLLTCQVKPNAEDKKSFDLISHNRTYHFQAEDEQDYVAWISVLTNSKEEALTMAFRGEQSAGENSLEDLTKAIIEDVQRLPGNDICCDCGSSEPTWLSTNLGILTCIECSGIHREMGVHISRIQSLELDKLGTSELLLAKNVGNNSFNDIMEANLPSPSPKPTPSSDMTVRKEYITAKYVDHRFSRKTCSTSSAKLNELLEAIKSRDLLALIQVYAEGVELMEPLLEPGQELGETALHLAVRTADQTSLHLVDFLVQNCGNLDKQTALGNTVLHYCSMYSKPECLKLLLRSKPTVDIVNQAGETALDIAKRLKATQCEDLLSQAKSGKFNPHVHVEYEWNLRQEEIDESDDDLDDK
ADAM10 inh – human ADAM10 inhibitors, primary screen, biochemical, QFRET, HTS; Disintegrin and metalloproteinase domain-containing protein 10 (Homo sapiens), O14672; recombinant ADAM10, EDANS/DABCYL FRET peptide cleavage, 3 h; inhibition, % at 7 µM; 0.62% of 370,000 active;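 active means inhibition above a per-campaign cutoff equal to the mean of compounds falling between control-based bounds plus 3 SD, cut at about 20% in these data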;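 further: 0% = DMSO wells while the 100% control is not disclosed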
Target sequence (O14672 214-748 limits assumed): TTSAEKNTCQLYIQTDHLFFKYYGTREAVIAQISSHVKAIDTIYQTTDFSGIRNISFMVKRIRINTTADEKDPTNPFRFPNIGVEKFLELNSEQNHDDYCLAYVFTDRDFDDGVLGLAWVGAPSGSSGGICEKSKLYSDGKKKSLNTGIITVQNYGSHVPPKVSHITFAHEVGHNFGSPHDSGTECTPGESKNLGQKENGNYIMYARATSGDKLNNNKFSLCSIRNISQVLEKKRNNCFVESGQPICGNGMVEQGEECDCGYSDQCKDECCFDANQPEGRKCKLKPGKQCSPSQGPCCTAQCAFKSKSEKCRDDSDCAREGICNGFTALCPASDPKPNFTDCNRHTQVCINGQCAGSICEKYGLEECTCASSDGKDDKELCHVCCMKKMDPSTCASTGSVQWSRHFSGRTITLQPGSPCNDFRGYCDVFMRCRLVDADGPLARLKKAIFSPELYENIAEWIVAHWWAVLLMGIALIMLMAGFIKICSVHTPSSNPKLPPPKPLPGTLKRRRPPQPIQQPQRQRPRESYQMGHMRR
DDE Tn7 FP inh – inhibitors of Tn7 peptide binding to fibrin DD(E), primary screen, biochemical, fluorescence polarization, human fibrin, Tn7 probe | inhibition, % at 8.3 µM | FP displacement of FITC-Tn7 peptide from fibrin DD(E); 0% = median of compound wells per plate | 0.13% of 370,000 active | Fibrinogen beta chain (Homo sapiens), P02675;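 active means inhibition above the mean of compounds falling within the control limits plus 3 SD of them, cut at about 14% in these data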;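 further: 0% = plate median of compound wells and 100% = 10 µM Aha-Tn7 peptide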
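Measure: % inhibition scaled between sample-field median and high-control FP; Test system: human fibrin DD(E); Quantity: 2 µM final DD(E) protein; Doses: one dose, 8.3 µM nominal; Schedule: compound with protein 10 min, then 3 h after probe, room temperature; Detection: fluorescence polarization; Medium: Tris buffer with calcium and detergent, pH 7.8.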
Tn6 DDE FP – inhibitors of Tn6 peptide binding to fibrin DD(E), primary screen, biochemical, fluorescence polarization, human fibrin, Tn6 probe; Fibrinogen beta chain (Homo sapiens), P02675; 0.21% of 370,000 active; Fibrin DD(E) TRITC-Tn6 fluorescence polarization displacement; inhibition, % at 8.3 µM;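 active means inhibition above a per-campaign cutoff: mean of compounds within control limits plus 3 SD, cut at about 15% in these data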;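 further: 0% = median of all compound wells on the plate and 100% = blocking peptide control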
ADAM17 inh – ADAM17 inhibitors, primary screen, biochemical, QFRET | 0.83% of 370,000 active | recombinant ADAM17, EDANS/DABCYL FRET peptide cleavage | inhibition, % at 6.95 µM | Disintegrin and metalloproteinase domain-containing protein 17 (Homo sapiens), P78536;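 active means inhibition above the mean of compounds lying between control limits plus 3 SD, set per campaign, cut at about 8.5% in these data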;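 further: 0% = DMSO-only wells as the low control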
TDP2 absorb – human TDP2 enzyme inhibitors, primary screen, biochemical, epi absorbance, recombinant enzyme; T5PNP hydrolysis, p-nitrophenol absorbance 415 nm; 0.34% of 370,000 active; AID 720702, 2013; inhibition, % at 12.8 µM;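 active means inhibition above the mean of all tested compounds plus 3 SD, set per campaign, cut at about 25% in these data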;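 further: 0% = DMSO with enzyme and 100% = buffer with substrate but no TDP2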
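Assay system: Recombinant human TDP2 | Quantity: 120 nM TDP2 per well | Incubation: 2 h at 37 °C | Signal: Epi absorbance | Evaluation: Percent inhibition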
SIAE primary – human SIAE inhibitors, primary screen, biochemical, fluorescence polarization, FP-Rh probe, 1536-well HTS. Sialate O-acetylesterase (Homo sapiens), Q9HAT2. SIAE FP-Rh probe binding. inhibition, % at 9.66 µM. 0.69% of 370,000 active;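 active means inhibition above a cutoff: mean of compounds within the control limits plus 3 SD of those, cut at about 17% in these data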;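 further: 0% = plate median of compound wells and 100% = probe without SIAE protein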
PLC-beta3 inh – human PLC-beta3 inhibitors, primary screen, biochemical, fluorescence | 0.18% of 370,000 active | inhibition, % at 12.2 µM | Purified PLC-beta3, fluorogenic substrate | AID 720704, 2013 | 1-phosphatidylinositol 4,5-bisphosphate phosphodiesterase beta-3 (Homo sapiens), Q01970; in the data active means inhibition above about 11%;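 further: 0% = median of compound wells on plate and 100% = full blocker control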
ARFGAP1 inh – inhibitors of rat ARFGAP1 GAP activity, primary screen, biochemical, fluorescence polarization, GDP tracer. ADP-ribosylation factor GTPase-activating protein 1 (Rattus norvegicus), Q62848. Arfgap1-stimulated ARF1 GTP hydrolysis, GDP FP detection. inhibition, % at 16.5 µM. 0.26% of 360,000 active. AID 651572, 2012;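 active means inhibition above a per-plate limit, mean inhibition of low control wells plus 3 SD, cut at about 25% in these data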;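 further: 0% = DMSO wells with enzyme and 100% = wells lacking Arfgap1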
Target sequence (Q62848 1-136 limits assumed): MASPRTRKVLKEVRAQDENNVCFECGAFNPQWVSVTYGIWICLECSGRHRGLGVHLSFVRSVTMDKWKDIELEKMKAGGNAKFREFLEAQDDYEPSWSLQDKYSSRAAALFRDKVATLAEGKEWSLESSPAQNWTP
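Repeats: one replicate per compound; assay system: rat Arfgap1 catalytic domain, aa 1-136; times: enzyme reaction 120 min at 25 °C after 20 min preincubation; detection: FP of antibody-bound GDP Alexa 633 tracer, ex 620/em 688 nm; benchmarks: high control wells lacking Arfgap1, low control full reaction with DMSO; reagent: human ARF1(Δ1-17)-GTP substrate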
* = called active by the depositor; i = inactive; nt = not tested or not shown. Compounds as they come; overall some 3.6% were active at least once.

PLC-gamma1 inh	ASAP1 inh	ADAM10 inh	DDE Tn7 FP inh	Tn6 DDE FP	ADAM17 inh	TDP2 absorb	SIAE primary	PLC-beta3 inh	ARFGAP1 inh	SMILES
-68	3	-178	4	-3	-45	9	3	-89	2	Nc1nc2n(n1)C(c1cccc(Br)c1)CC(c1ccccc1)N2 (stereo not given)
-6	1	-4	-2	-10	-1	-2	-1	-5	3	COc1ccc(C(=O)OCC(=O)NCc2ccc3c(c2)OCO3)cc1[N+](=O)[O-]
10*	-1	-2	-3	2	-3	3	-14	-3	7	O=C1CCCN2N=C(SCC(=O)Nc3nc4ccccc4s3)SC2=N1
3	nt	7	-4	3	5	3	-12	1	nt	O=C(CCc1ccccc1)N[C@H]1[C@H](OCc2ccccc2)CCC[C@@]12C(=O)N(Cc1ccccc1)c1ccc(-c3ccsc3)cc12
0	-17	3	-4	-4	5	-4	7	0	30*	C/C(=N\NC(=S)NCc1ccccc1)c1cccs1
0	-6	8	3	12	-1	-10	-4	-2	12	CCC(C)c1ccc(NC(=O)C2CC3CCC2C3)cc1 (stereo not given)
-1	-1	-9	0	-10	-7	8	-3	1	-4	CC1(C)N=C(N)NC(Nc2ccc(Br)cc2)=N1
3	8	1	-1	-1	1	-6	1	3	5	O=C(Nc1ncnc2sc3c(c12)CCCCC3)c1ccco1
1	-6	-3	-4	10	-2	-4	-1	-1	11	Cc1cc(NC(=O)COC(=O)CCS(=O)(=O)c2cc(Cl)ccc2Cl)no1
4	3	6	3	-6	3	-1	-92	-2	7	CCOc1ccc(C(=O)Nc2cccc(NC(=O)c3cccs3)c2)cc1[N+](=O)[O-]
-6	-7	-16	4	-3	-9	3	17	-11	2	O=C(CC1C(=O)NCCN1Cc1c(F)cccc1Cl)NCCCN1CCCC1=O (stereo not given)
3	8	2	-5	6	2	60*	-1	4	7	CSc1nc2ccsc2c(=O)n1-c1ccccn1

An excerpt from above in order of number of heavy atoms, low to high:
PLC-gamma1 inh	ASAP1 inh	ADAM10 inh	DDE Tn7 FP inh	Tn6 DDE FP	ADAM17 inh	TDP2 absorb	SIAE primary	PLC-beta3 inh	ARFGAP1 inh	SMILES
0	-17	3	-4	-4	5	-4	7	0	30*	C/C(=N\NC(=S)NCc1ccccc1)c1cccs1
0	-6	8	3	12	-1	-10	-4	-2	12	CCC(C)c1ccc(NC(=O)C2CC3CCC2C3)cc1 (stereo not given)
-68	3	-178	4	-3	-45	9	3	-89	2	Nc1nc2n(n1)C(c1cccc(Br)c1)CC(c1ccccc1)N2 (stereo not given)

Further records
PLC-gamma1 inh	ASAP1 inh	ADAM10 inh	DDE Tn7 FP inh	Tn6 DDE FP	ADAM17 inh	TDP2 absorb	SIAE primary	PLC-beta3 inh	ARFGAP1 inh	SMILES
3	3	-1	-4	1	0	14	-1	4	-1	Cc1cccn2cc(CNS(=O)(=O)c3cccc(F)c3)nc12
4	4	2	2	-7	3	-10	-4	4	-6	CCn1c(C)nc2cc(OC)ccc21
5	-1	3	-6	-2	0	-3	-3	-4	6	Cc1ccc(NC(=O)C2CCN(S(=O)(=O)c3ccc(C(C)(C)C)cc3)CC2)cc1S(=O)(=O)N1CCOCC1
-2	-10	5	-1	-2	-5	13	-8	-1	-3	COc1ccc(OCC(=O)Nc2cc(-c3nn(C)c(=O)c4ccccc34)ccc2OC)cc1
6	6	12	3	3	1	8	-6	3	0	CCOc1ccc(-n2c(N)c(C(=O)NCc3cccnc3)sc2=S)cc1
3	9	6	5	6	-1	5	3	-3	-6	O=C(COc1ccccc1)N1CCN=C1SCc1ccc(F)cc1
-13	4	-25	1	-1	-11	3	4	-26	10	CN(C)C(CNC(=O)c1ccc(S(=O)(=O)Nc2cccc(C(F)(F)F)c2)cc1)c1ccco1 (stereo not given)
4	4	7	4	-11	-1	-11	-8	-2	17	COc1cc(C(=O)Nc2ccc3c(c2)OCCO3)ccc1OC(F)F
1	7	1	-2	7	-8	-4	-4	0	-14	CCOC(=O)c1oc2ccccc2c1NC(=O)CCl
-1	nt	-1	0	6	-1	12	2	-1	nt	Cc1ccc(Cn2cc(COC(=O)N(C)Cc3ccccc3)nn2)cc1
2	3	2	8	3	-5	7	-4	5	8	CCCc1nnc(NC(=O)c2ccc([N+](=O)[O-])cc2)s1
1	1	0	4	7	-3	10	-2	2	-13	COc1ccc(-c2noc(CSc3nc4sc(C)c(C)c4c(=O)n3-c3ccccc3)n2)cc1OC
2	-4	-3	1	-8	3	-14	-9	1	-9	COc1ccc(C(=O)Nc2ccnn2C2CCN(C(=O)c3cccnc3)CC2)cc1
7	-6	1	1	2	0	-5	-2	2	-4	O=C(CN1C(=O)CCC1=O)Nc1nc(-c2ccccn2)cs1
-1	nt	-12	-10	-3	-2	1	2	-1	nt	CCCCOc1ccc(C(=O)NC2CCCCN(C(C)C)C2=O)cc1 (stereo not given)
1	10	12	5	4	1	-4	-11	2	14	CCOC(=O)c1ccc(NC(=O)c2cccc(S(=O)(=O)N3CCOCC3)c2)cc1
9	4	1	6	2	0	1	3	0	1	COc1ccc(NC(=O)C(OC(=O)c2cnc(C)cn2)c2ccccc2)cc1Cl (stereo not given)
1	-1	-1	-4	2	-1	0	-1	0	14	NC(=O)c1ccc(NC(=O)COC(=O)CCCOc2ccccc2)cc1
-3	-2	-3	2	-3	-6	4	4	-9	-6	Cc1ccc2nc(N(CCCN(C)C)C(=O)c3ccco3)sc2c1
i	-2	-98	-5	2	-38	-8	7	i	-2	COc1ccc(Cn2c(SCC#N)nc3ccc(N4CCOCC4)cc3c2=O)cc1
7	1	-8	-4	-14	-1	-9	6	6	8	C=C(C)c1nc(N)nc(N)n1
8	3	13	4	4	-1	-15	1	5	6	COCCN(C(=S)Nc1c(C)cccc1C)C(C)c1cccs1 (stereo not given)
7	-7	-4	-3	6	0	-15	-4	10	-5	NCCCNC(=S)NCCCN(Cc1ccc(Cl)cc1)c1ccc(Br)cn1
3	-9	2	3	7	2	-5	2	2	-3	CC(=O)c1cc2c(cc1NS(=O)(=O)c1ccccc1)OCO2
1	15	-11	-1	-7	-3	-5	6	-1	14	CN(C)C(=O)CSc1cnc2ccccc2n1
0	17	-3	-4	-3	-3	7	-5	-6	-3	O=C(Nc1nnc(-c2ccncc2)o1)c1ccccc1
2	17	15	-13	-5	11*	-22	2	0	-11	CC(C)(C)c1ccc(C2(C)NC(=O)N(CC(=O)c3ccc[nH]3)C2=O)cc1 (stereo not given)
1	-2	3	-2	-1	1	-9	1	2	11	COC(=O)[C@@H](Cc1c[nH]c2ccccc12)NC(=O)CNC(=O)c1ccccc1OC
6	-5	7	2	5	2	6	10	0	15	C=C(C)CNC(=S)N/N=C/c1ccc([N+](=O)[O-])cc1
-1	1	-2	-1	-1	-2	-2	3	2	-1	C[C@H](CO)N1C[C@H](C)[C@H](CN(C)C(=O)Cc2cccnc2)Oc2ncc(Br)cc2C1=O
2	3	-2	-1	-12	-2	7	0	-5	1	COc1ccccc1CNC(=O)/C=C/C(=O)O
-2	-8	-2	2	6	-5	11	-2	-4	1	O=C(COc1ccccc1)N=C1SC2CS(=O)(=O)CC2N1c1ccccc1 (stereo not given)
-2	-1	1	-8	4	-4	4	4	2	-3	COc1ccc(C2C(C#N)=C(N)Oc3n[nH]c(-c4ccccn4)c32)c(OC)c1OC (stereo not given)
-1	8	2	1	2	-2	20	0	-1	8	CCn1cc([N+](=O)[O-])c(C(=O)N2CCCc3ccccc32)n1
-2	13	-11	-1	0	-4	-5	3	1	-3	Cc1nnc(NC(=O)c2c(-c3ccccc3)noc2C)s1
5	1	5	9	-1	0	-4	4	4	4	O=C(Nc1ncccn1)c1cccs1
-8	14	-15	-7	4	-3	3	-2	-8	3	COc1cc(OC)cc(C(=O)NC(=S)Nc2cc3oc4ccccc4c3cc2OC)c1
-5	3	-17	-1	-4	-11	3	3	-8	8	CCCc1cc(=O)n2[nH]c(-c3ccc(C)cc3)cc2n1
-2	-6	-7	-2	-8	1	-5	-7	1	8	CC(=O)c1cccc(NC(=O)C(C)OC(=O)c2ccc(-n3cnnn3)cc2)c1 (stereo not given)
0	1	2	4	2	-9	4	6	-7	-3	CCCCn1nc(C(=O)Nc2ccc(-n3cnnn3)cc2)c2ccccc2c1=O
-4	-9	-7	4	0	-2	1	3	-1	0	CS(=O)(=O)N1CCC(C(=O)Nc2ccc(C(N)=O)cc2)CC1
1	0	8	0	-2	-3	-11	2	-2	2	CC(=O)N(c1cccc(C(F)(F)F)c1)c1nc(/C=C/C(=O)O)cs1
-72	14	-26	-3	5	-14	-1	8	-103	6	COc1cc(OC)c(OC)cc1/C=N/Nc1nc2ccccc2[nH]1
0	10	2	-6	-2	0	-3	-8	2	-3	COC(=O)c1ccc(COC(=O)CCS(=O)(=O)c2ccc(C)cc2)cc1
3	-3	-3	4	5	2	-6	-1	-2	3	COc1ccccc1NC(=O)CN1CCN(c2ccc(F)cc2)CC1
-1	-5	1	3	-3	0	1	-6	0	-8	CCCCCCCNC(=O)C1(CC2CC(c3ccccc3)=NO2)CCN(C(=O)c2ccccc2)CC1 (stereo not given)
-1	2	-5	1	-1	-5	20	11	-8	-1	CCn1c(=S)[nH]c2cc(Cl)ccc21
1	-5	-5	8	8	-2	5	5	6	-3	CC1(C(=O)NS(=O)(=O)c2cccs2)CCN1C(=O)C1CCCCC1 (stereo not given)
1	17	-13	1	0	-4	4	-1	-3	2	CC1CCN(C(=O)COC(=O)COc2ccccc2C#N)CC1
5	-12	0	1	-1	-2	5	6	0	10	Cc1nn(-c2cc(Cl)ccc2N)c(=O)c2ccccc12
